AmpC no deterg: inhibitors of E. coli AmpC beta-lactamase without detergent. AID 485341. AmpC nitrocefin hydrolysis, absorbance 480 nm, 0.0001% Triton. 330,000 tested, 0.52% active. Potency, µM (series often up to 57.1 µM), without a hit: top-dose activity change, negative = inhibition, actives largely listed as inhibitors;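 also: potency is read from the fitted curve at half-maximal effect; plate controls were no compound for no effect and no enzyme for full effect; nearly all actives have a fitted effect of over 20% in size; some results filed as inactive show a strong effect at the top dose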
Target sequence (P00811 whole entry, looked up): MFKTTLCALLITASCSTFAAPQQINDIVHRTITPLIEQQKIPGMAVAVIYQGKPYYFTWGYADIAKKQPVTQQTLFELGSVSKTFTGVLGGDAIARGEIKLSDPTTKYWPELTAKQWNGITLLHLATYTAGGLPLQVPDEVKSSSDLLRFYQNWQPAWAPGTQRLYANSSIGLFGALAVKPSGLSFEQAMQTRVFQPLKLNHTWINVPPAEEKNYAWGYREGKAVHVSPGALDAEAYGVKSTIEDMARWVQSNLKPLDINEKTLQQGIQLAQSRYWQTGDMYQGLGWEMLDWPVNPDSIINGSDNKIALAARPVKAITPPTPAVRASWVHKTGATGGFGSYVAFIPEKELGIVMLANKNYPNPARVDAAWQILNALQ
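20 mM phosphate pH 7.0 + 0.01% (detergent screen) or 0.0001% Triton X-100; 5.3 nM AmpC reagent; cpd preinc 15 min RT; nitrocefin (800 uM stock) to start; A480 q20 s × 4 min; Activity was normalised to no-enzyme and no-compound control wells.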
CHX counter: counter-screen hit for Shiga toxin inhibitors, cycloheximide. cell reporter, cycloheximide protein synthesis inhibition counterscreen. max response, %. 300,000 tested, 12% active. AID 2314; in the data active = max response mostly above about 13%, no sharp cut-off; inactive = mostly below about 14%; also: read at 38.3 µM for the half of the compounds with a filed dose; 0% is about no effect
Shiga toxin inh: inhibitors of Shiga toxin in Vero cells | Vero cells, Shiga toxin protein synthesis inhibition reporter | inhibition, % at 38.7 µM | 290,000 tested, 9.2% active; in the data active = inhibition mostly above about 28%, no sharp cut-off; inactive = mostly below about 43%; also: 0% is about no effect
Pf growth 96h: inhibits malaria parasite growth, 96 h. P. falciparum luciferase reporter growth, 96 h. Potency, µM (highest dose often 28.7 µM), for inactives: at the top dose activity change, negative = inhibition, most hits filed as inhibitors. 320,000 tested, 6.9% active; also: potency is read from the fitted curve at half-maximal effect; % is scaled to controls: 0 for no effect and ±100 for the full control effect
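Erythrocytes infected with luciferase-expressing P. falciparum were dispensed at 2% hematocrit and 0.05% parasitemia (final), then incubated with compounds 96 hours at 37 C in 5% CO2. Luminescence after detection reagent addition reported growth.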
Pf growth 48h: P. falciparum growth inhibition at 48 hours (one generation); 310,000 tested, 5.9% active; P. falciparum luciferase growth in erythrocytes, 48 h; Potency, µM (highest dose often 28.7 µM), for the others: at the top dose activity change, negative = inhibition, hits mostly inhibitors; also: potency is read from the fitted curve at half-maximal effect; % is scaled to controls: 0 for no effect and ±100 for the full control effect
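Luciferase-expressing parasites in RBCs, 2% Hct / 0.1% parasitemia final; RPMI 1640 + 0.5% Albumax; 37 C, 5% CO2, one generation; luminescence read-out, lower signal = inhibition.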
Tb PYK inh: T. brucei pyruvate kinase inhibition; TbPYK enzyme, Kinase-Glo Plus ATP luminescence, 45 min; Q57TT1; Potency, µM (top dose mostly 76.8 µM), inactives show at the highest dose activity, negative = inhibition, most hits filed as inhibitors; AID 624173; 410,000 tested, 0.12% active; also: potency is read from the fitted curve at half-maximal effect; % is scaled to controls: 0 for no effect and ±100 for the full control effect; nearly all actives have a fitted effect of over 50% in size
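Screened from lowest to highest concentration, compounds were pinned into TbPYK/substrate mixtures, and ADP (130 uM final) was added. Plates sat at room temperature for 45 min prior to Kinase-Glo Plus detection by luminescence.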
LmPK inh: blocks Leishmania mexicana pyruvate kinase activity; Q27686; purified LmPK, Kinase-Glo ATP luminescence, 1 h; Potency, µM (series often up to 57.5 µM), without a hit: at the top dose activity change, negative = inhibition, hits mostly inhibitors; 290,000 tested, 0.37% active; AID 1721; also: potency is read from the fitted curve at half-maximal effect; % is scaled to controls: 0 for no effect and ±100 for the full control effect
Target sequence (Q27686 whole entry, looked up): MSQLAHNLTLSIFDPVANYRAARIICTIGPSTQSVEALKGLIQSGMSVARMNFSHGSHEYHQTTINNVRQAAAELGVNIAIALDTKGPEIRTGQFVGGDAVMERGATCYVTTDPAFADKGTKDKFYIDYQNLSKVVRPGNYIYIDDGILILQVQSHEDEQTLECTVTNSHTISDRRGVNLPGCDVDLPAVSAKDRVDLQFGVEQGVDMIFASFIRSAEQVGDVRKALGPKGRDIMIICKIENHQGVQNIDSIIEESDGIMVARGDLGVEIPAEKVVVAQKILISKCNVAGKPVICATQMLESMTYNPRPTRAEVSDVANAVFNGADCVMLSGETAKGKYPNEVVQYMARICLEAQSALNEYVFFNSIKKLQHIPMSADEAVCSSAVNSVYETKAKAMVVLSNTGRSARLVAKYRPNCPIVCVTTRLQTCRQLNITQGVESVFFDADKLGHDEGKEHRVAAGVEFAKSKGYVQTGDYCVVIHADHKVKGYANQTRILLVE
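In 50 mM imidazole pH 7.2 with 7 mM MgCl2, LmPK (0.1 nM) turned over PEP (0.5 mM) and ADP (0.1 mM) for 1 h at room temperature. Luciferase read-out of ATP.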
* marks the source's active call; other numbers are inactive results; [ ] = dose if it differs, or a comment. Unless noted, calls follow the shape of the dose curve; as a rule, active = well fitted curve in the direction sought with a large enough effect; inconclusive = small, poorly fitted or top-dose-only effect, or another doubt; inactive = no such curve, though single readings can be large; an effect the other way counts as inactive or inconclusive.

For Cc1ccc(OCc2nnc(SCC(=O)Nc3ccc4c(c3)OCO4)n2C)cc1 the results were AmpC no deterg 1%, CHX counter 8, Shiga toxin inh 12, Pf growth 96h inconclusive, Pf growth 48h 8%, Tb PYK inh 5% and LmPK inh 3%.
Screening O=C(Nc1cccc(S(=O)(=O)Nc2ccccc2F)c1)c1ccc2ccccc2n1 returned AmpC no deterg -34%, CHX counter 8, Shiga toxin inh 27, Pf growth 96h -5%, Pf growth 48h -21%, Tb PYK inh inconclusive and LmPK inh -2%.
`CCCCCCCCCCC(=O)Nc1cccnc1` gave AmpC no deterg -13%, CHX counter -2, Shiga toxin inh -3, Pf growth 96h 42%[activator], Pf growth 48h 18% and LmPK inh 7%.
`O=c1c(Sc2ccccc2)c(C(F)(F)F)[nH]n1-c1ccccc1` gave AmpC no deterg -37%, CHX counter 9, Shiga toxin inh -7, Pf growth 96h inconclusive and LmPK inh 11%.
For O=C(NCc1ccccc1)C1CCC(CNc2c(N3CCCCC3)c(=O)c2=O)CC1 (centres undefined) the results were AmpC no deterg -24%, CHX counter -4, Shiga toxin inh -18, Pf growth 96h 12µM*, Pf growth 48h 2%, Tb PYK inh 1% and LmPK inh -2%.
Cc1ccc(S(=O)(=O)Nc2ccc(N3CCOCC3)cc2)cc1C was read as AmpC no deterg -30%, CHX counter -4, Shiga toxin inh -17, Pf growth 96h 18%, Pf growth 48h 26%, Tb PYK inh 4% and LmPK inh 6%.
`O=C(NNC(=O)C12CC3CC(CC(C3)C1)C2)c1ccccc1O` gave AmpC no deterg -3%, Pf growth 96h inconclusive, Pf growth 48h inconclusive and Tb PYK inh 1%.
`O=C(Nc1cccc(-c2nc3ccccc3o2)c1)c1cc([N+](=O)[O-])ccc1N1CCOCC1` gave CHX counter 1, Shiga toxin inh 11 and Tb PYK inh 0%.
CSc1ccccc1OCc1cc(C(=O)N(C)C(C)c2ccccn2)no1 (centres undefined) was read as AmpC no deterg 76%[activator], CHX counter 11, Shiga toxin inh 16, Pf growth 96h inconclusive, Pf growth 48h 5%, Tb PYK inh -11% and LmPK inh 3%.
For O=S(=O)(O)c1nc2ccccc2n1Cc1ccc(Cl)cc1 the results were AmpC no deterg -52%, CHX counter -7, Shiga toxin inh -19, Pf growth 96h -3%, Pf growth 48h -5%, Tb PYK inh 1% and LmPK inh 2%.
Screening Cc1ccc(CNC(=S)NC2CCCCC2)cc1 returned AmpC no deterg -42%, CHX counter -1, Shiga toxin inh -3, Pf growth 96h inconclusive, Pf growth 48h -13%, Tb PYK inh 4% and LmPK inh 6%.
For Cc1ccc(CNC(=O)CCC2CCCN(C(=O)c3ccc4c(c3)OCO4)C2)o1 (centres undefined) the results were AmpC no deterg 13%, CHX counter 12, Shiga toxin inh 13, Pf growth 96h 20%, Pf growth 48h -8%, Tb PYK inh -12% and LmPK inh -3%.
Screening CCCCN(C(=O)C1CCCO1)c1c(N)n(CC(C)C)c(=O)[nH]c1=O (centres undefined) returned AmpC no deterg -9%, Pf growth 96h 1%, Pf growth 48h 50%[activator] and Tb PYK inh -7%.
COc1ccccc1N(CC(=O)Nc1ccc(Br)cc1F)S(=O)(=O)c1cccs1 was read as AmpC no deterg -19%, Pf growth 96h inconclusive, Pf growth 48h inconclusive and Tb PYK inh 5%.
`Cc1ccc(S(=O)(=O)NC(CC(C)C)C(=O)N2CCCCCCC2)cc1` (centres undefined) gave AmpC no deterg 62%[activator], Pf growth 96h -24%, Pf growth 48h inconclusive and Tb PYK inh 2%.
Screening CCN(CC)C(=O)N1CCN(C(=O)N2CCOCC2)CC1 returned AmpC no deterg -1%, CHX counter 1, Shiga toxin inh -5, Pf growth 96h 140%[activator], Pf growth 48h 13%, Tb PYK inh 4% and LmPK inh -4%.
Screening COc1ccccc1N1C(=O)N(C(C)=O)C2C1Nc1ccccc1N2C (centres undefined) returned AmpC no deterg 82%[activator], CHX counter 1, Shiga toxin inh 12, Pf growth 96h inconclusive, Pf growth 48h 4.7µM*, Tb PYK inh 2% and LmPK inh 4%.
Screening Cc1ccc(CNC(=O)C2CC(c3ccccc3[N+](=O)[O-])=NO2)o1 (centres undefined) returned AmpC no deterg -9%, CHX counter 13, Shiga toxin inh 35, Pf growth 96h 77%[activator], Pf growth 48h 42%[activator], Tb PYK inh -5% and LmPK inh 3%.
`O=C(c1ccc(S(=O)(=O)N2CCOCC2)cc1)N1CCc2ccccc21` gave AmpC no deterg -4%, CHX counter -2, Shiga toxin inh 15, Pf growth 96h inconclusive, Pf growth 48h -4%, Tb PYK inh 0% and LmPK inh 7%.
For CCOc1ccc(N(CC(=O)NCCOc2ccc(C)cc2)S(=O)(=O)c2ccccc2)cc1 the results were AmpC no deterg 37%, CHX counter -3, Shiga toxin inh -3, Pf growth 96h inconclusive, Pf growth 48h 10µM*, Tb PYK inh 0% and LmPK inh 9%.
For Cc1ccc(S(=O)(=O)Cc2ccc(C(=O)NC3CCCCCC3)o2)cc1 the results were AmpC no deterg 26%, CHX counter -2, Shiga toxin inh -8, Pf growth 96h inconclusive, Pf growth 48h 8%, Tb PYK inh 2% and LmPK inh 0%.
`COc1cc(/C=N/NC(=O)NC2CCCCC2)cc(OC)c1O` gave AmpC no deterg -25%, CHX counter -3, Shiga toxin inh 14, Pf growth 96h -2%, Pf growth 48h -3%, Tb PYK inh -13% and LmPK inh -1%.
For CC1CCCCN1C(=O)c1cc(S(=O)(=O)N2CCCCC2)c[nH]1 (centres undefined) the results were AmpC no deterg -14%, CHX counter -3, Shiga toxin inh -3, Pf growth 96h 45%[activator], Pf growth 48h 10%, Tb PYK inh -6% and LmPK inh 0%.
O=c1cccccc1NN=C1CCCCCC1 was read as AmpC no deterg -8%, CHX counter 23*, Shiga toxin inh 82*, Pf growth 96h 306%[activator], Pf growth 48h 98%[activator], Tb PYK inh 0% and LmPK inh -13%.
Screening O=C(NCCO)c1cccc(Nc2nc(-c3ccccc3)c3cc(Cl)ccc3n2)c1 returned AmpC no deterg 131%[activator], CHX counter 3, Shiga toxin inh -3, Pf growth 96h inconclusive, Pf growth 48h inconclusive, Tb PYK inh -3% and LmPK inh 0%.
`O=c1[nH]c2cc3c(cc2cc1C(c1nnnn1CC1CCCO1)N1CCCCCC1)OCCO3` (centres undefined) gave AmpC no deterg 2%, CHX counter 2, Shiga toxin inh -8, Pf growth 48h -32%, Tb PYK inh -21% and LmPK inh 2%.
For O=C(Nc1ccc(N2CCCC2)cc1)c1cc2ccccc2o1 the results were AmpC no deterg -18%, CHX counter 47*, Shiga toxin inh 65*, Pf growth 96h inconclusive, Pf growth 48h inconclusive, Tb PYK inh -17% and LmPK inh -2%.
COc1ccccc1C(=O)N(C1=NC(C)CS1)c1ccc(Cl)cc1 (centres undefined) was read as AmpC no deterg 33%, CHX counter -2, Shiga toxin inh -5, Pf growth 96h inconclusive, Pf growth 48h inconclusive, Tb PYK inh 0% and LmPK inh -4%.
Screening Cc1cc(C)n2nc(SCC(=O)c3ccccc3)nc2n1 returned AmpC no deterg -13%, CHX counter 14*, Shiga toxin inh 33, Pf growth 96h 35%[activator], Pf growth 48h 19%, Tb PYK inh -1% and LmPK inh -12%.
For N#Cc1nc(-c2ccc(Cl)cc2)oc1NCC1CCCO1 (centres undefined) the results were AmpC no deterg 5%, CHX counter 21*, Shiga toxin inh 108*, Pf growth 96h 37%[activator], Pf growth 48h 12%, Tb PYK inh 2% and LmPK inh 0%.
CCOC(=O)N1CCC(NC(=O)CN2C(=O)C(CC)Oc3ccc(C)cc32)CC1 (centres undefined) was read as AmpC no deterg 61%[activator], CHX counter -1, Shiga toxin inh -8, Pf growth 96h inconclusive, Pf growth 48h -7%, Tb PYK inh -3% and LmPK inh 4%.
`CN(C)S(=O)(=O)c1cc(NC(=O)CN2CCOCC2)ccc1Cl` gave AmpC no deterg 4%, CHX counter 8, Shiga toxin inh 4, Pf growth 96h inconclusive, Pf growth 48h inconclusive, Tb PYK inh 1% and LmPK inh 10%.
CC(C)NC(=O)c1cc(-n2cnnc2)ccc1Cl was read as AmpC no deterg -21%, CHX counter -3, Shiga toxin inh 7, Pf growth 96h 6%, Tb PYK inh 2% and LmPK inh -4%.
For Cc1nc(SCc2ccccc2C#N)n[nH]1 the results were AmpC no deterg -9%, CHX counter -1, Shiga toxin inh 15, Pf growth 96h inconclusive, Pf growth 48h 0%, Tb PYK inh -5% and LmPK inh -1%.
Screening COc1ccc(C2c3c(n[nH]c3C)CC(C)(O)C2C(C)=O)cc1OC (centres undefined) returned AmpC no deterg -36%, CHX counter -3, Shiga toxin inh -7, Pf growth 48h inconclusive, Tb PYK inh 2% and LmPK inh -1%.
Cc1oc(-c2ccoc2)nc1CN(CC1CCC(=O)N1)C(C)C (centres undefined) was read as AmpC no deterg 0%, CHX counter -2, Shiga toxin inh 6, Pf growth 96h -8%, Pf growth 48h -2%, Tb PYK inh 0% and LmPK inh -3%.
Cc1ccc(-c2cn3cccnc3n2)cc1NC(=O)c1ccc(Br)o1 was read as AmpC no deterg -18%, CHX counter -2, Shiga toxin inh -5, Pf growth 96h inconclusive, Pf growth 48h -14%, Tb PYK inh -12% and LmPK inh 0%.
For CCOC(=O)N1CCN(C(=O)CN(c2ccc(OCc3ccccc3)cc2)S(C)(=O)=O)CC1 the results were AmpC no deterg 187%[activator], CHX counter -2, Shiga toxin inh -10, Pf growth 48h inconclusive, Tb PYK inh 1% and LmPK inh 3%.
For COc1ccccc1OCc1nnc(SCC(=O)N2CCCCC2)o1 the results were AmpC no deterg -5%, CHX counter -1, Shiga toxin inh -10, Pf growth 96h -5%, Pf growth 48h -3%, Tb PYK inh 1% and LmPK inh 2%.
`CCCn1c(N)c(C(=O)CSc2nnc(C3CC3)n2Cc2ccccc2)c(=O)[nH]c1=O` gave AmpC no deterg -11%, CHX counter 0, Shiga toxin inh -6, Pf growth 96h 8%, Tb PYK inh 2% and LmPK inh -10%.

Sorted by count of non-hydrogen atoms (falling): some entries from above.
For CCOC(=O)N1CCN(C(=O)CN(c2ccc(OCc3ccccc3)cc2)S(C)(=O)=O)CC1 the results were AmpC no deterg 187%[activator], CHX counter -2, Shiga toxin inh -10, Pf growth 48h inconclusive, Tb PYK inh 1% and LmPK inh 3%.
Screening CCCCN(C(=O)C1CCCO1)c1c(N)n(CC(C)C)c(=O)[nH]c1=O (centres undefined) returned AmpC no deterg -9%, Pf growth 96h 1%, Pf growth 48h 50%[activator] and Tb PYK inh -7%.
Screening Cc1ccc(CNC(=O)C2CC(c3ccccc3[N+](=O)[O-])=NO2)o1 (centres undefined) returned AmpC no deterg -9%, CHX counter 13, Shiga toxin inh 35, Pf growth 96h 77%[activator], Pf growth 48h 42%[activator], Tb PYK inh -5% and LmPK inh 3%.
For N#Cc1nc(-c2ccc(Cl)cc2)oc1NCC1CCCO1 (centres undefined) the results were AmpC no deterg 5%, CHX counter 21*, Shiga toxin inh 108*, Pf growth 96h 37%[activator], Pf growth 48h 12%, Tb PYK inh 2% and LmPK inh 0%.
